Compound activity from PubChem.
MBNL1 CUG block – blocks human MBNL1 binding to CUG repeat RNA. Q9NR56. TR-FRET MBNL1-His/biotin-(CUG)12 binding, 665/545 ratio. Potency, µM (titrated, usually from 57.5 µM), without a hit: at the highest dose activity change, negative = inhibition, usual class: inhibitors. 0.036% of 280,000 active. AID 2675; active means well fitted inhibition curve with a large enough effect in the signal ratio, with a control signal flat, not every such curve was filed as active; inconclusive means small, poorly fitted or top-dose-only effect, or effect the other way, or a change in a side signal; inactive means no such curve, though single readings can be large or run the other way; the % refers to the signal ratio; further: potency means the concentration at half of the fitted maximal effect; on the % scale 0 is the no-effect control and ±100 the full control effect
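Inhibition of protein-RNA binding appears as loss of TR-FRET between terbium anti-His antibody on MBNL1-His and streptavidin-XL665 on biotin-(CUG)12. Activity is normalized to buffer-only and uninhibited-complex controls.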
hERG WT inh – KCNH2 (human, wildtype) channel inhibition; U2OS, BacMam KCNH2, thallium flux FluxOr; stronger effect = lower value; AID 720551; Q12809; activity change, % at 1.84 µM; 0.37% of 340,000 active;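 active means maximum activity change below -70%; inconclusive means maximum activity change between -70% and -50%; inactive means maximum activity change above -50%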; further: on the % scale 0 is the no-effect control and ±100 the full control effect
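U2OS cells transduced with wild-type KCNH2 virus are loaded with FluxOr dye for 45 min, and thallium flux is measured in kinetic reads before and after stimulation buffer. Rate constants are normalized to DMSO controls.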
S-ASM inh – blocks human secretory acid sphingomyelinase; placental ASM, HMU-PC fluorogenic substrate, 60 min; Potency, µM (top dose mostly 57.5 µM), for the others: top-dose activity change, negative = inhibition, actives largely listed as inhibitors; 0.006% of 340,000 active; AID 504937; further: potency means the concentration at half of the fitted maximal effect
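Human placenta-derived ASM enzyme was preincubated with compound for 10 minutes at room temperature, then given fluorogenic substrate HMU-PC0 (9 uM final) for 60 minutes at 37 °C; a pH 10 stop preceded fluorescence reading at Ex 386/Em 447 nm.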
TSHR antagonist – blocks TSH signaling through the human TSH receptor. P16473. TSHR-expressing cells, TSH-stimulated cAMP HTRF, 2 h; stronger effect = lower value. activity change, negative = inhibition, % at 11.5 µM. 0.2% of 330,000 active. AID 504810;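 active means activity change below a set negative limit, meaning inhibition stronger than a set level, cut at about -70% in these data; inconclusive means activity change between two set negative limits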; further: on the % scale 0 is the no-effect control and ±100 the full control effect
Target sequence (P16473 whole entry, looked up): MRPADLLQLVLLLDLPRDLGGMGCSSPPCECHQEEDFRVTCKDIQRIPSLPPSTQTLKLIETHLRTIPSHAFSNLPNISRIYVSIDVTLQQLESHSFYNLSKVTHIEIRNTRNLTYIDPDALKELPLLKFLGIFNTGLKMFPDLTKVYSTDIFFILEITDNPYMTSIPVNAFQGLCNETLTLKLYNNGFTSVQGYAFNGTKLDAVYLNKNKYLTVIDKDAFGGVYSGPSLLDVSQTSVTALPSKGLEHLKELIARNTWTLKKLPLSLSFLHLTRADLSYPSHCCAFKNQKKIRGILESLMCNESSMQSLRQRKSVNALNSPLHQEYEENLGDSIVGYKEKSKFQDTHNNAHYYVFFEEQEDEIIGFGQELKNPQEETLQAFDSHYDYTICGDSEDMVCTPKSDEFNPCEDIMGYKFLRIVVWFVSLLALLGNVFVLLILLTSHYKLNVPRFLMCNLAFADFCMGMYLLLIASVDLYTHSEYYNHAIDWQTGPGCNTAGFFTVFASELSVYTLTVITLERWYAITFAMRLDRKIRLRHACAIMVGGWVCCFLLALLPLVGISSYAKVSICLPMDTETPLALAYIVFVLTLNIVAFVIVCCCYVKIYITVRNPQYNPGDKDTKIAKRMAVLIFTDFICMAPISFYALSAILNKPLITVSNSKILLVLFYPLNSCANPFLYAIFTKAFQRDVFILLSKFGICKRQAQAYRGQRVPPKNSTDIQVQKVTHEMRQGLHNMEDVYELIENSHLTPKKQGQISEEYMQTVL
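Freshly harvested TSHR cells receive pin-tooled compound, then EC80 TSH at 4nM final. After 2 hours at 37 deg C, antibody in lysis buffer and cAMP-d2 are added; 30 minutes at ambient temperature precede the HTRF read.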
PKM2 activator – PKM2 (human) enzyme activation; P14618; purified PKM2, Kinase-Glo ATP luminescence, activation; response scale: 0% is enzyme alone, no compound; Potency, µM (titrated, usually from 57.5 µM), without a hit: at the top dose activation, hits mostly activators; 0.34% of 260,000 active; AID 1631; further: potency means the concentration at half of the fitted maximal effect; on the % scale 0 is the no-effect control and ±100 the full control effect; nearly all actives have a fitted effect of over 55% in size
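hPK-M2, >95% pure; 0.1 mM ADP / 0.5 mM PEP final; imidazole pH7.2 buffer w/ 7 mM MgCl2, 50 mM KCl; 1 h RT; Kinase-Glo lum. Intermediate enzyme activity for dual inhibitor/activator qHTS.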
USP2a block – blocks human ubiquitin-specific protease USP2a; O75604; USP2 core, Ub-CHOP2 coupled fluorogenic reporter, 485/531; Potency, µM (top dose mostly 38.3 µM), inactives show top-dose activity change, negative = inhibition, actives largely listed as inhibitors; 0.01% of 330,000 active; AID 463254;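 further: potency means the concentration at half of the fitted maximal effect; plate controls were DMSO wells for no effect and full inhibition by NEM control for full effect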
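USP2 core (10nM final) preincubated 30min RT with compound in 20mM Tris-HCl pH 8.0, 2mM CaCl2, 2mM beta-mercaptoethanol, 0.05% CHAPS; 25nM Ub-CHOP2 plus 25nM reporter substrate added, fluorescence (Ex485/Em531) read after 60min.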
Mito fusion yeast – inhibitors of mitochondrial division or activators of mitochondrial fusion. AID 485298. Potency, µM (series often up to 46.1 µM), for the others: top-dose growth rescue (activation), most hits filed as activators. 0.23% of 320,000 active. S. cerevisiae fusion-defective mutant growth rescue, CellTiterGlo 48 h;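 further: potency means the concentration at half of the fitted maximal effect; % of control where 0% means no effect; nearly all actives have a fitted effect of over 45% in size; temperature-sensitive fusion mutants such as fzo1-1 at 37 °C on non-fermentable ethanol glycerol medium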
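S. cerevisiae fusion-defective temperature-sensitive mutants (e.g. fzo1-1, mgm1-5) grown 48 h at 37C in YPEG (ethanol/glycerol non-fermentable) medium with 23 nl compound per well; growth rescue read as CellTiterGlo luminescence.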
GALK inhibitor – galactokinase (human) inhibition | 0.007% of 270,000 active | Purified GALK, Kinase-Glo residual ATP luminescence | Potency, µM (top dose mostly 57.5 µM), without a hit: at the top dose activity change, negative = inhibition, actives largely listed as inhibitors; further: potency means the concentration at half of the fitted maximal effect; on the % scale 0 is the no-effect control and ±100 the full control effect
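Quantitative HTS: GALK 5 nM, ATP 35 uM, galactose 100 uM, 1 h room temperature, then luciferase-based ATP detection.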
BCR signal inh – chronic active BCR signaling inhibition. ABC-DLBCL IkBa-CBG/CBR reporter, luminescence ratio, 4 h. Potency, µM (highest dose often 46.1 µM), without a hit: at the top dose ratio change, negative = lower green/red ratio, hits mostly inhibitors. 0.05% of 340,000 active. AID 493014; active means well fitted inhibition curve with a large enough effect in the signal ratio, with a control signal flat, not every such curve was filed as active; inconclusive means small, poorly fitted or top-dose-only effect, or effect the other way, or a change in a side signal; the % refers to the signal ratio;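 further: potency means the concentration at half of the fitted maximal effect; plate controls were basal doxycycline-induced cells for no effect and cells given 10 µM MG132 for full effect; MG132 reads +100%, hits lower the ratio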
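Compounds up to 46 uM were incubated four hours with TMD8 cells whose green CBG68 luciferase is fused to IkappaBalpha; red CBR luminescence normalised the signal, and concentration-effect curves were fitted to fusion, red and ratio data.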
Eya2 inh – inhibitors of human Eya2 phosphatase activity; O00167; recombinant Eya2, OMFP fluorescence dephosphorylation (OMFP is methylfluorescein phosphate); Potency, µM (doses to about 76.9 µM), for inactives: at the highest dose activity, negative = inhibition, hits mostly inhibitors; 0.006% of 330,000 active; AID 488837; further: potency means the concentration at half of the fitted maximal effect; on the % scale 0 is the no-effect control and ±100 the full control effect
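Eya2 protein (added as 0.2 uM solution) was preincubated with compound for 10 min at ambient temperature in 50 mM HEPES pH 7.5, 50 mM NaCl, 5 uM MgCl2, 0.05% BSA, 1 mM DTT. OMFP (added at 50 uM) then reacted 10 min; fluorescence read at 485/525 nm.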
Menin-MLL TR inh – displaces Texas Red mutant MLL peptide from human menin | Potency, µM (series often up to 61.6 µM), for inactives: top-dose FP activity change, negative = inhibition, usual class: inhibitors | Menin + Texas Red MLL mutant peptide, fluorescence polarization | AID 1768 | O00255 | 0.23% of 270,000 active; active means well fitted inhibition curve with a large enough effect in the polarisation, with a control signal flat, not every such curve was filed as active; inconclusive means small, poorly fitted or top-dose-only effect, or effect the other way, or a change in a side signal; inactive means no such curve, though single readings can be large or run the other way; the % refers to the polarisation; further: potency means the concentration at half of the fitted maximal effect; % of control where 0% means no effect; many of its hits are not listed in these tables
* marks the source's active call; other numbers are inactive results; i = inactive; ? = inconclusive; . = no result given; & = joins results of further samples; [ ] = remark or other dose. Unless noted, the call rests on the fitted dose curve; in most records, active means well fitted curve in the direction sought with a large enough effect; inconclusive means small, poorly fitted or top-dose-only effect, or another doubt; inactive means no such curve, though single readings can be large; an effect the other way counts as inactive or inconclusive.

SMILES	MBNL1 CUG block	hERG WT inh	S-ASM inh	TSHR antagonist	PKM2 activator	USP2a block	Mito fusion yeast	GALK inhibitor	BCR signal inh	Eya2 inh	Menin-MLL TR inh
COc1cc2c(cc1OC)-c1c(OC)c(OC)c(OC)c3ccnc(c13)C2=O	?	0	-1%	-5	-1%	7%	22%	.	3%	9%	12%
O=C(Nc1ccccc1)N1CC2CC(C1)c1cccc(=O)n1C2 (centres undefined)	-6%	-13	7%	4	-10%	3%	2%	4%	2%	-4%	10%
COc1ccc2[nH]c(=O)c3c(c2c1)OC(C)(C)C=C3	?	10	59%[activator]	-12	-1%	2%	0%	1%	?	-7%	?
N#CC1=C(N)Oc2cc(O)ccc2C1c1ccc2c(c1)OCO2 (centres undefined)	7%	-1	1%	-19	1%	0%	-1%	0%	0%	0%	-3%
CCCCCn1c(N)c(C(=O)NCc2cccs2)c2nc3ccccc3nc21	6%	2	.	4	-8%	2%	2%	-1%	13%	-12%	35%[activator]
C/C(=C/CCC(C)[C@H]1CC[C@@]2(C)C3=C(CC[C@]12C)[C@@]1(C)CCC(=O)C(C)(C)[C@@H]1CC3)C(=O)O (some centres undefined)	10%	-2	1%	0	0%	2%	2%	.	0%	-8%	?
CSC1=NP(=S)(SC)N2CCCC2=C1C#N (centres undefined)	0%	-9	-3%	-1	0%	5%	-2%	0%	1%	3%	3%
COc1ccc2c(c1OC)CN1CCc3cc4c(cc3C1C2)OCO4 (centres undefined)	2%	16	8%	-3	.	1%	4%	.	-4%	1%	?
O=C(c1csc2c1CCCCC2)N1CCC2(CC1)OCCO2	-1%	-10	1%	3	-3%	-1%	2%	3%	-2%	-1%	-23%
Cc1cc(C)c(OCC(=O)Nc2cccc(NC(=O)c3ccco3)c2)c(Br)c1	-6%	23	-13%	-25	0%	4%	2%	-2%	?	12%	-5%
COc1cc(-c2nc3ccc4ccccc4c3c3c2CCC3)cc(OC)c1OC	0%	6	1%	10	-1%	-1%	-3%	-2%	?	-7%	?
O=C(COc1ccccc1)Nc1cccc2nsnc12	?	-21	53%[activator]	-4	-3%	2%	-4%	5%	?	-6%	-20%
CC(C)c1ccc(N2C(=O)NC(=O)/C(=C\C=C\c3ccco3)C2=O)cc1	-1%	11	-12%	-18	23%	8%	23%	-1%	14%	17%	36%[activator]
O=C(c1cccs1)c1cn(Cc2ccccc2Cl)c2ccccc12	11%	-9	-5%	-12	3%	5%	4%	1%	9%	-3%	12%
Cc1ccc(N2C(=O)NC(=O)/C(=C\c3cccn3C(C)(C)C)C2=O)cc1	13%	.	7%	1	3%	2%	1%	-1%	0%	-2%	1%
Cc1cc(/C=C2\C(=O)NC(=O)N(Cc3ccccc3)C2=O)c(C)n1-c1ccc(Cl)c(C(=O)O)c1	-15%	6	-3%	2	-5%	2%	-5%	1%	2%	3%	36%[activator]
O=C(CCCn1c(=O)[nH]c2cc(Cl)ccc2c1=O)N1CCC2(CC1)OCCO2	-25%	18	9%	0	-10%	0%	1%	.	0%	2%	-13%
CCCNC(=O)Cn1cnc2sc(C(=O)N3CCC4(CC3)OCCO4)c(C)c2c1=O	2%	-3	-1%	2	.	4%	-2%	-3%	8%	-3%	.
CC(=NCCCN1CCCCC1)c1c(O)n(Cc2ccccc2)c(=O)[nH]c1=O	3%	8	4%	24	5%	0%	0%	-3%	?	14%	-8%
Nc1ccccc1C(=O)OCc1ccc([N+](=O)[O-])cc1	11%	-2	-2%	-4	1%	0%	2%	1%	?	4%	10%
C/C(CC(=O)N1CCN(C=O)CC1)=N\NC(=O)c1cccc([N+](=O)[O-])c1	?	1	0%	1	0%	9%	4%	-1%	1%	1%	-5%
COc1cc(/C=C2\C(=O)NC(=O)N(c3ccccc3)C2=O)cc(OC)c1OC	3%	-7	4%	13	-2%	-1%	0%	-4%	-9%	-3%	-16%
CC12CN3CCN(C1)CC(C)(C3)C2=NO	0%	26	3%	35	-3%	3%	-3%	-2%	?	-10%	15%
Cc1ccc(S(=O)(=O)NC(Cc2cnc[nH]2)C(=O)O)cc1 (centres undefined)	-3%	2	3%	-2	5%	1%	-5%	0%	4%	7%	8%
C/C(O)=C(\C#N)C(=O)Nc1cc(Br)ccc1Br	.	0	4%	-19&-11	.	0%	0%&6%	.	2%	?	?
CC(C)(C)P(=O)(N1CCOCC1)N1CCOCC1	-3%	-1	0%	-1	-2%	3%	-6%	-1%	2%	-16%	13%
CN1CSC(=S)N(C)C1	-1%	1	4%	.	-26%	.	6%	4%	.	.	-13%
CCCCn1c(=O)c(C(=O)Nc2nnc(C(C)C)s2)c(O)c2ccccc21	15%	.	.	-4	-1%	1%	3%	5%	?	-3%	-13%
CCN(CC)c1ccc(N=Cc2c(O)[nH]c(=O)[nH]c2=O)cc1	?	-19	-8%	-15	-3%[11.5 µM]	1%	-3%	0%	-3%	19%	12%
Cc1ccc(N2CC(C(=O)Nc3nnc(SCC(=O)Nc4cc(C)on4)s3)CC2=O)cc1 (centres undefined)	.	-20	1%	-14	1%	-2%	-5%	-3%	-2%	5%	?
CN1CCN(c2ncnc3nc[nH]c23)CC1	-6%	-16	3%	28	7%	3%	11%	3%	4%	-1%	-13%
COC(=O)c1ccc(Cl)c(NC(=O)CN2CCN(Cc3ccccc3)CC2)c1	0%	8	-1%	-4	-8%	2%	15%	0%	-2%	-26%	?
C=CCn1c(O)c(C(CC)=NCCN2CCN(C(=S)NC)CC2)c(=O)[nH]c1=O	-4%	-1	3%	0	0%	2%	-7%	11%	-7%	19%	.
Oc1cccc(Nc2nc(-c3ccccc3)nc3ccccc23)c1	-2%	0	-13%	-13	.	1%	18%	.	?	-10%	?
CCCCC/C(=N\O)c1c[nH]c2ccccc12	-8%	0	-8%	-2	-1%	3%	12%	.	?	-7%	13%
CC(C)n1c(=O)c(C=Nc2cccc([N+](=O)[O-])c2)c(O)n(CCc2ccccc2)c1=O	34%[activator]	-20	-5%	-4	8%	-7%	14%	1%	-3%	-7%	-6%
COc1ccccc1N1CCN(Cc2cnc(-c3ccccc3)[nH]2)CC1	.	4	0%	5	-1%	0%	0%	-3%	?	9%	.
CCN(CC)P(=O)(Nc1ccc([N+](=O)[O-])cc1)c1c(C)nn(CCC#N)c1NC(=O)c1ccc(Cl)cc1Cl (centres undefined)	?	-5	-9%	7	0%	0%	7%	-1%	-1%	-12%	15%
CCCNC(=O)c1c(N)n(Cc2ccco2)c2nc3ccccc3nc12	16%	-4	i	1	16%	-1%	3%	1%	?	-13%	25%
CCOc1ccc2nc(N=Nc3c(O)[nH]c(=S)[nH]c3=O)sc2c1	.	11	-19%	-7	-25%	-1%	2%	8%	?	-8%	?
Cc1c(C(=O)c2ccccc2)c2ccccc2n1C	6%	-1	-1%	-12	1%	4%	2%	-3%	?	-29%	-11%
FC(F)=C(F)CCSc1ncn[nH]1	-7%	-4	1%	9	-1%	0%	0%	0%	-2%	-3%	-22%
Cc1cc(Cl)nc(N)n1	0%	-30	-1%	8	-1%	1%	1%	1%	6%	12%	-8%
C[C@]12CCC3C(C[C@@H](O)[C@H]4C[C@@H](O)CC[C@]34C)C1CC[C@@H]2O (some centres undefined)	.	0	2%	0	.	1%	.	.	-7%	-31%	.
CC12CN3C(O)C(C)(C1)CC(C)(C2)C3O (centres undefined)	-13%	-2	3%	-7	-1%	0%	-12%	-1%	-9%	-23%	2%
O=[N+]([O-])c1ccc(N2CCCCCC2)c2ncccc12	?	0	-21%	-5	-1%	-2%	10%	-2%	?	0%	-1%
Cc1ccc2c(c1)C1C[N+](C)(CC(=O)Nc3ccccc3Cl)CCC1N2C(=O)c1ccccc1Cl (centres undefined)	.	-1	2%	-1	.	0%	.	.	?	-14%	.
CCc1nn(CC(=O)N2CCC3(CC2)OCCO3)c(=O)c2cc3ccccc3n12	?	-1	-4%	4	.	-2%	6%	-2%	7%	-8%	2%

Not all compounds are listed. The share of hits here may be higher or lower than overall.
